S aureus QS inh = S. aureus quorum sensing inhibition; S. aureus RN6390 RNAIII-GFP reporter, AIP-induced, flow cytometry 3 h; inhibition, % at 2 µM; 24,000 tested, 0.3% active;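 active = share of bacteria positive for the green fluorescent reporter and its mean brightness both inhibited by 50% or more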;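 note: 0% = AIP-stimulated control and 100% = unstimulated bacteria without AIP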
S aureus QS inh GFP MFI % = also measured in S aureus QS inh; calls as there; inhibition, %; measured here: inhibition of GFP MFI
Starred values were filed as active, the others as inactive. Not all compounds are listed. The share of hits here may be higher or lower than overall.

SMILES | S aureus QS inh | S aureus QS inh GFP MFI %
COc1ccc(-c2cnc(SCC(=O)Nc3ccc4c(c3)OCO4)n2Cc2ccco2)cc1 | 50 | 81
O=C(CSc1oc(-c2ccco2)nc1S(=O)(=O)c1ccc(F)cc1)NCC1CCCO1 (stereo not given) | -2 | -3
COCCCNC(=O)c1ccc2c(=O)n(C3CCCC3)c(=S)[nH]c2c1 | -2 | -7
Cc1onc(-c2ccccc2)c1C(=O)N1CCCSC1=Nc1ccccc1 | 0 | 11
CCCN(C(=O)CSc1nnc(-c2ccoc2C)n1N)C1CCS(=O)(=O)C1 (stereo not given) | -1 | 1
COc1ccc(N2C(=O)CCC(C(=O)N3CCCCC3)C2c2ccc(F)cc2)cc1 (stereo not given) | 0 | 1
CCOC(=O)N1CCC(NC(=O)C2CCN(Cc3nc(-c4ccc(CC)cc4)oc3C)CC2)CC1 | 0 | 18
O=C(O)CSc1nc2c(c(=O)[nH]1)CCCC2 | -3 | -2
O=C(CSc1nnc(CNC(=O)c2cccs2)o1)c1ccccc1 | 1 | 8
CCN(CC)CCNC(=O)CCn1c(=S)[nH]c2cc3c(cc2c1=O)OCO3 | -4 | -6
Cc1cc(Cl)c(S(=O)(=O)NC2CCCCC2)cc1OCC(=O)Nc1nncs1 | 8 | 31
CCCCNC(=O)CC1N=C2c3ccccc3N=C(SCC(=O)Nc3ccccc3C)N2C1=O (stereo not given) | 3 | 8
CCCCOC(=O)Cn1c(=N)n(CCN2CCOCC2)c2ccccc21 | 0 | -7
CC1(C)NC(=O)N(CNc2cc(Cl)ccc2Cl)C1=O | -2 | -7
CC(=O)N1CCCc2cc(S(=O)(=O)N(C)Cc3ccccc3)ccc21 | -6 | -16
O=C(NCCN1CCOCC1)c1cc(=O)[nH]c2ccc(Br)cc12 | -1 | -34
CCc1c(C(=O)Nc2ccc(OC)cc2)[nH]c(C)c1C(C)=O | -2 | -12
Cc1cc2c(=O)n(Cc3ccco3)c(SCC(=O)NCc3ccco3)nc2s1 | -10 | -18
COc1cc2c(cc1OC)C(c1ccccc1O)N(C1CC(=O)N(c3ccccc3)C1=O)CC2 (stereo not given) | -2 | 8
COC(=O)c1ccc(C(=O)OC)c(NC(=O)c2oc(C)nc2C)c1 | -1 | 15

Entries of single compounds from above. Order of screens: S aureus QS inh, S aureus QS inh GFP MFI %
Results for `COc1cc2c(cc1OC)C(c1ccccc1O)N(C1CC(=O)N(c3ccccc3)C1=O)CC2` (stereo not given) = -2, 8
Results for `CCc1c(C(=O)Nc2ccc(OC)cc2)[nH]c(C)c1C(C)=O` = -2, -12

The main list resumes, repeating the 3 entries before the break.
SMILES | S aureus QS inh | S aureus QS inh GFP MFI %
Cc1cc2c(=O)n(Cc3ccco3)c(SCC(=O)NCc3ccco3)nc2s1 | -10 | -18
COc1cc2c(cc1OC)C(c1ccccc1O)N(C1CC(=O)N(c3ccccc3)C1=O)CC2 (stereo not given) | -2 | 8
COC(=O)c1ccc(C(=O)OC)c(NC(=O)c2oc(C)nc2C)c1 | -1 | 15
COc1cc2c(=O)nc3n(c2cc1OC)C(c1ccccc1)N=C(N)N3 (stereo not given) | -13 | -26
COc1ccc(CCNC(=O)c2ccc(N3CCCC3=O)cc2)cc1OC | -2 | -42
CCCNC(=O)N1CCN(S(=O)(=O)c2ccc(C)c(C)c2)CC1 | -3 | -1
Cc1ccc(CCNC(=O)C2CCCN2S(=O)(=O)c2ccc3c(c2)CCC(=O)N3)cc1 (stereo not given) | -3 | -17
CCCOC(=O)c1[nH]c2c(c1C)C(=O)CC(c1cc(OC)c(OC)c(OC)c1)C2 (stereo not given) | 5 | 34
COc1ccccc1-c1cc(C(F)(F)F)nc(N2CCOCC2)n1 | -3 | -8
CCOc1ccc(-c2c(C#N)c(N)nc3c2c(=O)n(C)c(=O)n3C)cc1OC | 0 | 4
COc1ccccc1NC(=O)NCCCN1CCN(c2cccc(Cl)c2)CC1 | 2 | 8
Cc1nc(CNS(=O)(=O)c2ccc3c(c2)OCCO3)cs1 | -1 | -2
Cn1c(=O)oc2cc(S(=O)(=O)NCCN3CCN(c4ccccc4F)CC3)ccc21 | 44 | 24
COc1ccc(C(=O)Nc2cc(C)c3c(=O)oc4ccccc4c3n2)cc1 | 0 | -2
Cn1ccnc1SCC(=O)c1ccc(Br)cc1 | 3 | 6
Cc1cc(Nc2ccc(C(=O)O)cc2)n2nc(C)nc2n1 | -3 | -209
O=C(Cc1ccc(-n2cccc2)cc1)N1CCN(c2ccccc2F)CC1 | 0 | 16
COc1ccc(-n2c(=O)cc(N3CCCCCC3)[nH]c2=O)cc1 | 15 | 23
O=S(=O)(Nc1cccnc1)c1cc(Cl)ccc1Cl | 0 | 1
CCOC(=O)N1CCC2(O)CCCCC2C1c1ccc(F)cc1 (stereo not given) | -3 | -12
N=c1c(C(=O)NC2CCCCC2)cc2c(=O)n3ccccc3nc2n1CCN1CCOCC1 | 0 | 8
CCOC(=O)N1CCN(C(=O)CS(=O)Cc2nc(-c3cccc(C)c3)oc2C)CC1 (stereo not given) | 0 | -12
O=C(CCN1CCN(c2ccc(F)cc2)CC1)Nc1ccccc1F | -2 | 0
O=C1CC(N2CCN(c3ccc(F)cc3)CC2)C(=O)N1Cc1ccc(N2CCCC2=O)cc1 (stereo not given) | -2 | 5
CCc1ccc(NS(=O)(=O)c2ccc3[nH]cc(C(=O)NCC4CCCO4)c(=O)c3c2)cc1 (stereo not given) | 3 | 16
O=S(=O)(NCC(c1cccnc1)N1CCOCC1)c1cccs1 (stereo not given) | -8 | -16
CCOC(=O)C1CCN(C(=O)CN(c2ccc(OC)cc2)S(=O)(=O)c2c(C)noc2C)CC1 | -6 | -14
O=C(Nc1ccc(F)c(Cl)c1)c1ccc2c(=O)n3c(nc2c1)CCCCC3 | -4 | -8
O=C(CCCCn1c(=O)[nH]c2ccccc2c1=O)N1CCN(c2cccc(C(F)(F)F)c2)CC1 | 42 | 50
Cc1cccc(N2C(=O)CC(N3CCN(c4ccccc4)CC3)C2=O)c1 (stereo not given) | -1 | -5
CCCOc1ccccc1C1CC(=O)NC2=C1C(=O)CCC2 (stereo not given) | 0 | -29
COc1ccc(OC)c(C(=O)c2nc3c(n2O)CCCCC3)c1 | 0 | 1
COc1ccc(OC)c(S(=O)(=O)Nc2ccccc2SC)c1 | -3 | -11
C1CCN(c2nc3nonc3nc2N2CCCC2)C1 | 6 | 32
CC1CCCCC1NC(=O)CCS(=O)(=O)c1cccc2nonc12 (stereo not given) | 4 | 22
CCC1(C(=O)O)NC(c2cccc(OC)c2O)C2C(=O)N(c3ccccc3)C(=O)C21 (stereo not given) | 0 | 5
COc1ccc(-c2nnc3ccc(SCC(=O)N4CCN(c5ccccc5)CC4)nn23)cc1OC | -3 | -33
CC(NC(=O)C1C(=O)N(CCO)C2(C)CC1c1ccccc1O2)c1ccccc1 (stereo not given) | -1 | 6
O=C(Cn1ccc2ccccc2c1=O)N1CCN(c2cccc(Cl)c2)CC1 | 0 | 16
CC(C)CCSc1nnc(Cn2c(=O)sc3ccccc32)n1C | 0 | 11
O=C(CSc1nc2c(c(=O)n1-c1ccc(Cl)cc1)SCC2)Nc1nccs1 | -1 | -18
Cc1nc(CNS(=O)(=O)c2cccc(F)c2)cs1 | 0 | -14
Brc1ccccc1-c1nc(-c2ccccc2)no1 | 0 | 3
CCn1c(=O)cc(SCC(=O)N2CCN(C3CCCCC3)CC2)c2ccccc21 | -4 | -15
CN1CCN(CC(=O)N2c3ccccc3C(C)(c3ccccc3)CC2(C)C)CC1 (stereo not given) | 0 | 2
CCOC(=O)c1[nH]c(C)c(C(=O)Nc2cc(Cl)ccc2C)c1C | -1 | 24
Cc1noc(C)c1COC(=O)c1ccccc1Oc1ccccc1 | 34 | 40
O=C(NCCC1=CCCCC1)c1cnc2n(c1=O)CCS2 | 0 | -137
Cc1cc(C)n(CC(=O)NC2CCCCC2)n1 | 1 | 1
Cc1cc(NS(=O)(=O)c2ccc(Nc3nc(-c4sc(N)nc4C)cs3)cc2)no1 | 0 | -19
CC(C)c1ccc(OCc2ccc(C(=O)N3CCN(c4ccccn4)CC3)cc2)cc1 | 1 | 0
O=C(Nc1ccc2oc(-c3ccccc3F)nc2c1)c1ccc2c(c1)OCCO2 | -2 | -20
O=C(CSc1nnc(-c2ccc(Br)cc2)n1C1CCCCC1)N1CCCC1 | -2 | -6

Entries listed so far that have bromine:
SMILES | S aureus QS inh | S aureus QS inh GFP MFI %
O=C(NCCN1CCOCC1)c1cc(=O)[nH]c2ccc(Br)cc12 | -1 | -34
Cn1ccnc1SCC(=O)c1ccc(Br)cc1 | 3 | 6
Brc1ccccc1-c1nc(-c2ccccc2)no1 | 0 | 3
O=C(CSc1nnc(-c2ccc(Br)cc2)n1C1CCCCC1)N1CCCC1 | -2 | -6

Next section:
SMILES | S aureus QS inh | S aureus QS inh GFP MFI %
COC(=O)c1c(C)n(-c2ccccc2)c2ccc(O)cc12 | -2 | -10
COc1cc(C)c(Br)cc1S(=O)(=O)N1CCOCC1 | -2 | -7
COc1cc2[nH]c(=S)n(CCN3CCCCC3C)c(=O)c2cc1OC (stereo not given) | 2 | 18
O=C(O)c1ccc(NS(=O)(=O)c2cccc3cccnc23)cc1 | -1 | -12
COc1ccc(CCNC(=O)C2CCN(S(=O)(=O)N3CCCCC3)CC2)cc1OC | 2 | 5
Cc1[nH]n(C(C)(C)C)c(=O)c1Sc1ccc(Cl)cc1 | -3 | -16
CCOc1ccc(OCC)c(NC(=O)C2CCN(S(=O)(=O)c3c(C)noc3C)CC2)c1 | -1 | -16
Clc1ccc(C2Nc3ccccc3-n3cccc32)cc1 (stereo not given) | -4 | -12
O=C(CSCc1ccc(F)cc1)NC1CCCC1 | 0 | 5
CCS(=O)(=O)c1nc2ccccc2n1Cc1ccccc1Cl | 5 | 3

The final 7 compounds of the part before come first, to join the parts.
SMILES | S aureus QS inh | S aureus QS inh GFP MFI %
O=C(O)c1ccc(NS(=O)(=O)c2cccc3cccnc23)cc1 | -1 | -12
COc1ccc(CCNC(=O)C2CCN(S(=O)(=O)N3CCCCC3)CC2)cc1OC | 2 | 5
Cc1[nH]n(C(C)(C)C)c(=O)c1Sc1ccc(Cl)cc1 | -3 | -16
CCOc1ccc(OCC)c(NC(=O)C2CCN(S(=O)(=O)c3c(C)noc3C)CC2)c1 | -1 | -16
Clc1ccc(C2Nc3ccccc3-n3cccc32)cc1 (stereo not given) | -4 | -12
O=C(CSCc1ccc(F)cc1)NC1CCCC1 | 0 | 5
CCS(=O)(=O)c1nc2ccccc2n1Cc1ccccc1Cl | 5 | 3
OCc1ccccc1N=c1ssnc1Cl | 0 | 1
CCOC(=O)c1oc2ccccc2c1NC(=O)COc1ccc(F)cc1 | 0 | 1
O=C(NCCCN1CCN(c2cccc(Cl)c2)CC1)c1cccc(N2CCCC2=O)c1 | 0 | 4
CC(C)CC(NC(=O)c1ccco1)C(=O)Nc1ccc2c(c1)OCCO2 (stereo not given) | 43 | 54
CC1CCc2nn(CC(=O)NC3CCCC(C)C3C)cc2C1 (stereo not given) | 19 | 54
CCCS(=O)(=O)N1CCCC(C(=O)NCCCOC(C)C)C1 (stereo not given) | 5 | 21
CCOc1ccc(C2CC(c3cccc(Cl)c3)n3nc(N)nc3N2)cc1 (stereo not given) | 1 | 6
CCOC(=O)Cn1c(=O)oc2cc(S(=O)(=O)Nc3ccc(N(CC)CC)cc3C)ccc21 | 90* | 80*
O=C(NCc1cccnc1)c1ccc(Cl)c(Cl)c1 | -1 | -2
CSc1nc2ccc(S(=O)(=O)N3CCOCC3)cc2s1 | -1 | 7
Nc1sccc1C(=O)c1ccc(Cl)cc1 | -3 | -7
Cc1nc(C)c(C(=O)NCc2ccccc2Cl)o1 | -4 | -9
COc1ccc(C(C)=O)c(OC(=O)c2ccc(OC)c(OC)c2)c1 | 1 | 14
CCc1nnc(-n2nc(C)cc2-c2ccccc2)n1N | -1 | -21
Cc1ccnc(NC(=O)C2CCN(S(=O)(=O)c3cccc4nonc34)CC2)c1 | 4 | 24
COC(=O)c1ccc(/C(O)=C(\C#N)c2nc3ccccc3s2)cc1 | 5 | 22
COc1ccc(-c2nnc(-c3cccs3)o2)cc1OC | -2 | -14
O=C(Cn1ncc2c(=O)oc3ccccc3c21)Nc1nc2ccccc2s1 | 0 | 7
c1ccc(-n2ncc3c(N4CCCCC4)ncnc32)cc1 | -1 | 0
CCOC(=O)C1=C[C@]2(CC)CCCN3CCc4c(n1c1ccccc41)[C@@H]32 | 0 | -5
CCn1c2ccccc2c2nnc(SCC(=O)Nc3ncccn3)nc21 | 2 | 7
CCOC(=O)N1CCN(c2c(N3CCN(c4cccc(C(F)(F)F)c4)CC3)c(=O)c2=O)CC1 | -3 | -17
Cc1cccc(CCNC(=O)CN(C)S(=O)(=O)c2ccc3c(c2)c(=O)n(C)c(=O)n3C)c1 | 14 | 35
CCc1ccc(Cn2nnc(C(=O)NCc3ccccc3OC)c2N)cc1 | -3 | -8
Cc1ccc(-n2ncc3c(=O)[nH]c(SCC(=O)N4CCCc5ccccc54)nc32)cc1 | -5 | -28
CCCCOc1ccc(OCCCC)c2c1NC1(N2)C(=O)N(C(C)=O)c2ccccc21 | -2 | -23
Cn1nnnc1SCC(=O)NCc1ccco1 | 0 | -144
CC(C)CNS(=O)(=O)c1ccc(S(=O)(=O)N2CCN(CCC#N)CC2)cc1 | 2 | 2
COC(=O)c1cc(-c2ccc(Br)cc2)on1 | -3 | -16
COc1ccccc1NS(=O)(=O)c1ccc(Br)s1 | 3 | 4
Cn1nnnc1SCc1cc(=O)[nH]c2ccccc12 | 1 | 15
COc1ccccc1S(=O)(=O)Cc1ccc(C(=O)N2CCN(c3ccccc3)CC2)o1 | -12 | -28

High-throughput results from PubChem.
